INS-1E GSIS act – GLuc luminescence reporter in INS-1E cells, primary screen for activators of glucose-dependent secretion of insulin; INS-1E GLuc reporter insulin secretion, 2-3 h; activation, % at 16.6 µM; hit rate 0.61% among 370,000;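 active = lowest replicate activation of at least 40%, so every replicate reaches that level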;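 also: 0% = median of neutral control wells and 100% = median of IBMX positive control wells; some compounds called inactive have numbers as strong as hits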
EWS-Fli inh – EWS/Fli-driven NR0B1 reporter inhibitors, primary screen, A673 cells, NR0B1 luciferase, luminescence, MLPCN library; AID 651661, 2012; inhibition, % at 12.6 µM; viability-normalised; hit rate 0.67% among 350,000;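 active = mean inhibition of at least 50% after viability correction, with every replicate also passing that limit; inconclusive = mean reaches 50% but only one of two replicates passes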;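 also: firefly luciferase signal divided by Alamar Blue viability fluorescence both relative to DMSO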
F508del corr – F508del CFTR correction, initial screen, CFBE line, single point; CFBE cells, YFP halide quenching; stimulated with forskolin plus potentiator P3; % fluorescence drop versus neutral controls; activity (quench increase), % at 7.58 µM; hit rate 0.36% among 350,000;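 active = mean added fluorescence quench of at least 8% versus neutral control, with both replicates also reaching 8%; inconclusive = only one of the mean or replicate conditions met; inactive = mean below 8% and not both replicates reaching 8%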;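 also: cells transiently co-express mutant CFTR-F508del with the halide-sensitive YFP; corrector assay measuring rescue of mutant channel to the surface after 24 h compound exposure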
miR122 inh – miR-122 Renilla sensor signal increase in Huh7, primary screen, miR-122 inhibitor project, cell-based, single point, plate reader. Huh7 miR-122 Renilla luciferase sensor, 48 h; neutral wells = 0, positive control = 100. hit rate 0.3% among 340,000. activation (reporter increase), % at 12.5 µM;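 active = mean replicate activation score at least 90 and every replicate individually at or above 90; inconclusive = only one of the two criteria met; inactive = neither criterion met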;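 also: higher luciferase means less miR-122 activity so hits act as miR-122 inhibitors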
FN deposit inh – inhibitors of fibronectin matrix deposition, primary screen, AH1F cells, Alexa488-fibronectin fluorescence, plate reader | inhibition, % at 12.6 µM | AH1F fibroblasts, overnight | hit rate 0.086% among 350,000;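 active = mean inhibition across replicates of 30% or more, regardless of how many single replicates reach that level; inconclusive = mean under 30% yet at least half of replicates reach 30%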;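 also: positive control wells lacked labelled fibronectin entirely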
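Assay system: AH1F fibroblasts / Quantity: 10000 cells per well / Medium: DMEM plus 2% serum, read in PBS / Reagent: labelled fibronectin 24 nM / Dosing: single dose, pinned / Times: 1 h cell attachment, overnight exposure to compound and label / Signal: fluorescence, ex 485 nm, em 525 nm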
DENV2 CPE – inhibitors of DENV2 cytopathic effect, primary screen, cell-based, plate reader, single concentration. CPE inhibition, % at 9.99 µM. DENV2-infected cells, cytopathic effect rescue. hit rate 1.7% among 350,000. AID 651640, 2012; in the data active = CPE inhibition above about 20%, passing the limit was not always enough; inconclusive = no clear call, values can overlap the other calls; tested in BHK-21 cells;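 also: 0% = median of neutral control wells and 100% = median of positive control wells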
PAX8 inh HTS – inhibitors of PAX8-driven TPO luciferase reporter, primary screen, RMG-I cells, single concentration | SteadyGlo, 24 h | inhibition, % at 12.6 µM | hit rate 1.2% among 360,000 | AID 652154, 2013;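 active = mean replicate inhibition at least 60% with every replicate also reaching 60%; inconclusive = only one of the two criteria is met; inactive = mean below 60% and not all replicates reaching 60%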;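 also: luciferase light reporting Pax8 driven TPO promoter activity; plate controls were median of neutral control wells for no effect and mitoxantrone controls for full effect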
* = called active by the depositor; ? = inconclusive; / = no result given; [ ] = remark or other dose.

SMILES	INS-1E GSIS act	EWS-Fli inh	F508del corr	miR122 inh	FN deposit inh	DENV2 CPE	PAX8 inh HTS
COc1cc(CN2CCCC(N3CCc4ccccc4C3)C2)c(Cl)cc1O (configuration not stated)	-30	8	5.0	0	-5	1	19
CC(C(N)=O)N1C(=O)NC2(CCCc3ccccc32)C1=O (configuration not stated)	21	1	-0.5	-14	9	3	15
CC(NC(=O)c1ccc2c(c1)OCO2)C(c1cccs1)N1CCN(c2ccccc2)CC1 (configuration not stated)	-7	10	-0.1	-9	-2	-5	0
COc1ccc(CCNC(=O)CC(C)(C)CC2=NS(=O)(=O)c3ccccc3N2)cc1OC	8	2	-1.6	-3	5	1	-1
C[C@H](CO)N1C[C@H](C)[C@H](CN(C)C(=O)C2CCCCC2)OCc2cn(nn2)CCCC1=O	16	-4	-3.7	-4[16.7 µM]	-6	1	/
COC(=O)C1C/C(=N\NS(=O)(=O)c2ccc(C)cc2)c2sccc2C1 (configuration not stated)	2	/	/	/	-2	/	-24
Cn1cnc(S(=O)(=O)Nc2ccc(OC(F)F)cc2)c1	15	6	-0.5	/	-5	1	-4
Cc1ccc([C@H]2C[C@@H](O)[C@H](n3cc(-c4ccc(F)cc4)nn3)CN2C(=O)C2CCCCC2)cc1	-16	13	-4.2	-6	-6	16	12
Brc1ccc(OCc2nnnn2-c2ccccc2)cc1	-5	-14	1.4	/	0	2	32
CCc1ccc(OCCNC(=O)c2cccs2)cc1	/	/	/	5	-6	/	-54
O=C(N[C@H]1CC[C@@H](CCNS(=O)(=O)c2ccc(F)cc2)O[C@@H]1CO)C1CCC1	14	2	-2.5	/	-1	-5	5
Cc1cc(C(=O)COC(=O)c2cccn2C)c(C)n1Cc1ccco1	7	29	-1.0	-2	1	1	18
NC(=O)C1CCN(CC(=O)Nc2ccccc2Sc2ccc(Cl)cc2)CC1	/	-4	1.3	2	-2	-20	-65
COCC(=O)N1[C@H](C#N)[C@H](c2ccc(C#CCC3CCCC3)cc2)[C@@H]1CO	-2	-20	1.1	/	5	-6	10
O=C(CCCCn1c(=S)[nH]c2ccsc2c1=O)NCc1ccco1	7	16	0.3	-5	/	-4	/
CCOC(=O)c1nn(-c2ccc(F)cc2)c2c1CC/C2=C/c1ccccc1	24	-12	0.0	-2	3	/	-7
CC(=O)NC(C)c1nc2ccccc2n1CC(=O)N1C(C)CCCC1C (configuration not stated)	2	0	-2.1	/	/	13	-1
c1ccc(-c2cc(-c3ccccc3)ncn2)cc1	/	-29	0.7	-6	0	-2	-26
O=C(O)C1CC=CCC1C(=O)NC1CCCCC1 (configuration not stated)	1	-1	-2.4	4	-12	-3	8
C[C@H](CO)N1C[C@H](C)[C@H](CN(C)CC2CC2)Oc2ccc(NS(=O)(=O)c3cn(C)cn3)cc2C1=O	4	-6	0.1	1[16.7 µM]	/	-4	-13

The last four records of the section before are carried over, then new ones follow.
SMILES	INS-1E GSIS act	EWS-Fli inh	F508del corr	miR122 inh	FN deposit inh	DENV2 CPE	PAX8 inh HTS
CC(=O)NC(C)c1nc2ccccc2n1CC(=O)N1C(C)CCCC1C (configuration not stated)	2	0	-2.1	/	/	13	-1
c1ccc(-c2cc(-c3ccccc3)ncn2)cc1	/	-29	0.7	-6	0	-2	-26
O=C(O)C1CC=CCC1C(=O)NC1CCCCC1 (configuration not stated)	1	-1	-2.4	4	-12	-3	8
C[C@H](CO)N1C[C@H](C)[C@H](CN(C)CC2CC2)Oc2ccc(NS(=O)(=O)c3cn(C)cn3)cc2C1=O	4	-6	0.1	1[16.7 µM]	/	-4	-13
COCC#Cc1ccc2c(c1)O[C@@H](CN(C)C(=O)NC(C)C)[C@@H](C)CN([C@H](C)CO)S2(=O)=O	10	1	-0.4	2[16.7 µM]	-4	-3	/
CC1=C(C(=O)OC2CCCCCCC2)C(c2ccc(O)cc2)NC(=O)N1 (configuration not stated)	12	0	-2.0	-2	/	-6	/
CCOc1ccc(OCCC(=O)OCC(=O)Nc2ccc(C)c(S(=O)(=O)N3CCCCC3)c2)cc1	-9	-1	1.6	/	-5	/	0
COCC#Cc1ccc2c(c1)O[C@@H](CN(C)Cc1ccccc1)[C@H](C)CN([C@H](C)CO)S2(=O)=O	-33	22	0.0	-1[16.7 µM]	/	23*	/
CC(C)NC(=O)C1(C)Cc2c(-c3cccc(C(N)=O)c3)ccnc2O1 (configuration not stated)	-4	12	-0.1	3	/	-1	4
CCCOC(=O)CC1C(=O)NCCN1Cc1cc(OC)cc(OC)c1 (configuration not stated)	-10	8	/	/	1	4	3
O=c1ccc2ccc(O[C@@H]3O[C@H](CO[C@@H]4OC[C@](O)(CO)[C@H]4O)[C@@H](O)[C@H](O)[C@H]3O)cc2o1	5	1	1.6	-5	6	/	-9
Cc1ccc(CN(C)C(=O)COC(=O)CSc2ccc(C(N)=O)cc2[N+](=O)[O-])cc1	-32	9	2.6	6	-5	-5	2
CC(C)(CCl)C(=O)Nc1ccnc(-c2ccncc2)n1	21	11	4.1	/	2	-3	16
COCC#Cc1ccc([C@H]2[C@@H](CO)N3C(=O)CN(C(=O)Nc4ccccc4F)C[C@H]23)cc1	-4	-5	-0.6	/	1	-2	/
Cn1cc(C(=O)N/N=C/C2=C(N3CCOCC3)C(=C/c3ccc([N+](=O)[O-])cc3)/CC2)ccc1=O	-16	-3	1.7	-6	3	8	8
Cc1ccc(S(=O)(=O)N2CCN(S(=O)(=O)c3c(C)n[nH]c3C)CC2)cc1C	4	-2	-1.1	/	-6	-1	-4
CC(=O)c1cn(-c2ccc(Cl)cc2)c(=O)[nH]c1=O	1	18	-1.9	7	0	15	25
O=C(C[n+]1cc(-c2ccc(F)cc2)n2c1CCC2)OCc1ccccc1	-1	/	/	/	9	/	11
O=C(N[C@@H]1CC[C@H](CC(=O)N2CCCCC2)O[C@H]1CO)c1cccc(F)c1	0	6	-3.0	/	/	2	6
Cc1cccc(Nc2nnc(SC(C)C(=O)NC3CC3)s2)c1 (configuration not stated)	14	-6	1.1	/	15	0	4
COc1ccc(S(=O)(=O)N(C)C[C@H]2Oc3ccc(NS(C)(=O)=O)cc3CC(=O)N([C@H](C)CO)C[C@H]2C)cc1	-3	0	-2.2	7[16.7 µM]	/	5	16
Cc1ccc(S(=O)(=O)N[C@H]2CC[C@H](CCn3cc(C4CCCCC4)nn3)O[C@@H]2CO)cc1	-11	3	-0.7	/	-14	2	18
Cc1noc(C)c1NC(=O)Nc1ccc2c(c1)CC(=O)N([C@H](C)CO)C[C@H](C)[C@H](CN(C)C(=O)Nc1c(C)noc1C)O2	12	-11	-0.3	2[16.7 µM]	/	-3	-19
COc1ccc(N2CC(C(=O)Nc3cccc(C)n3)CC2=O)cc1 (configuration not stated)	4	8	-1.2	6	-8	0	0
O=C(C[C@H]1CC[C@H]2[C@@H](COC[C@@H](O)CN2CC2CCCC2)O1)NCC1CC1	6	-3	-4.1	/	0	?	10
Cc1ccc(S(=O)(=O)N(C)C[C@@H]2Oc3ccc(NC(=O)Cc4ccccc4)cc3CC(=O)N([C@H](C)CO)C[C@H]2C)cc1	-2	1	-2.0	-3[16.7 µM]	/	-8	12
COc1cccc(CNCCO)c1OCc1ccccc1Cl	/	0	/	-3	4	9	10
C[C@H](CO)N1C[C@H](C)[C@H](CN(C)C(=O)Nc2ccccc2)Oc2cc(-c3cccc(C(=O)N(C)C)c3)ccc2S1(=O)=O	-6	-1	1.4	4[16.7 µM]	/	-10	-1
COc1cc(OC)cc(-c2c(-c3ccc(F)cc3)c3cc(-c4ccc5[nH]ccc5c4)ccc3n2C)c1	-18	16	-0.2	9	-2	14	20
O=C(/C=C/c1cccs1)N1CCN(c2ccccc2F)CC1	13	/	/	-1	7	/	-41
COc1ccc(CNc2ccc(C)c(C)c2)c(OC)c1OC	-34	3	1.7	/	-4	/	0
COc1ccc(C(=O)OCC(=O)NC(=O)NC2CCCC2)c(OC)c1	-2	-5	0.9	-4	8	4	25
CC1Sc2ccc(C(=O)OCc3ccccc3Cl)cc2NC1=O (configuration not stated)	16	-81	-1.4	-3	5	-4	-186
O=C(NCCc1csc(-c2cccnc2)n1)c1cccc(Cl)c1	3	-7	0.3	/	-8	-6	17
C[C@@H]1CN([C@H](C)CO)C(=O)Cc2cc(NC(=O)Nc3ccc(F)cc3)ccc2O[C@@H]1CN(C)Cc1ccc(C(F)(F)F)cc1	-11	-10	1.0	1[16.7 µM]	7	7	/
CCN(CC)S(=O)(=O)c1ccc(NC(=S)Nc2ccc(F)cc2)cc1	4	-17	-1.8	-1	-5	6	5
C[C@H]1CN([C@@H](C)CO)C(=O)c2cc(C#CC3(O)CCCC3)cnc2O[C@H]1CN(C)S(=O)(=O)c1cccc(F)c1	-1	-3	1.5	-2[16.7 µM]	4	-3	/
Cc1ccc(CNC(=O)CN2C(=O)CSc3ccc(S(=O)(=O)N4CCC(C)CC4)cc32)cc1	-48	1	-0.5	4	-20	3	9
COc1ccc(C#Cc2ccc([C@@H]3[C@H]4CN(C(=O)Nc5ccccc5F)CC(=O)N4[C@H]3CO)cc2)cc1	6	-12	1.6	/	/	-1	/
O=C(NCC(c1ccco1)N1CCc2ccccc2C1)c1ccc(F)cc1 (configuration not stated)	-3	1	0.1	5	0	1	7
Cc1coc(C)c1C(=O)Nc1ccc2ccccc2c1	-7	-48	2.8	/	12	16	/
N#C[C@@H]1[C@@H](c2ccc(C#Cc3ccccc3F)cc2)[C@@H](CO)N1C(=O)C1CCC1	-1	-27	-6.8	/	16	51*	-17
CCCCCCCC(=O)NNC(=O)c1c(O)c2ccccc2n(CC)c1=O	-6	4	1.3	-1	5	-8	8
CC(C)C(=O)N1CCN(C2=NS(=O)(=O)c3ccccc32)CC1	/	/	/	-2	-3	/	7
C=Cc1ccc(Cn2c(C)c(C(=O)NCc3ccccc3C(F)(F)F)sc2=O)cc1	-23	-2	1.3	/	-1	-2	2
O=C(Cc1ccccn1)NCC[C@H]1CC[C@H](NC(=O)Nc2ccc(F)cc2)[C@@H](CO)O1	12	-3	2.1	/	/	4	-14
NC(=O)c1cccnc1Nc1cccc(F)c1	-3	-6	-0.5	/	/	6	-7
COc1ccc(-n2c(C)nc3c(cnn3-c3ccc(Cl)cc3)c2=O)cc1	/	/	/	-4	-7	/	20
Nc1nonc1C(=O)NCCNc1ccc([N+](=O)[O-])cn1	5	-3	/	/	13	2	-21
O=C(NCCc1cn2ccsc2n1)C1CCCCC1	/	1	-3.1	/	-6	?	9
O=C(CSc1nnc(-c2ccncc2)o1)N1CCCC1	-8	3	-3.0	/	/	4	5
CCOc1cc2c(cc1OC)C(NC(=O)C(F)(F)F)CC2=O (configuration not stated)	/	/	/	15	-5	/	6
CC1(C)CC(=O)C2=C(C1)c1c(ccc3ncccc13)NC2c1cccs1 (configuration not stated)	-1	/	/	0	2	/	46
Cc1c(CCC(=O)NCCCCCC(=O)O)c(=O)oc2c(C)c3oc4c(c3cc12)CCCC4	-1	0	-2.7	2	-3	5	17
CCOc1ccccc1N=Nc1c(C)[nH]n(C(N)=S)c1=O	-21	18	3.0	1	3	5	-17
Cc1ccc2c(c1)NCC(C(=O)NC1CCCCC1)O2 (configuration not stated)	/	-12	-3.5	-4	/	-5	/
O=C(CNC(=O)c1ccc(N2C(=O)c3ccccc3C2=O)cc1)OCC(=O)c1ccc(Cl)cc1	-3	4	5.9	/	-5	3	23
CC1(C)CC(=O)C2=C(C1)Nc1ccccc1NC2	-8	4	0.0	10	20	14	17
Cc1nonc1-c1ccc2c(c1)OCO2	-5	0	-2.6	/	4	5	18
